TRPC4 agonist = activators of mouse TRPC4 channel, primary screen, Fluo4 calcium, HEK293 TRPC4beta/mu-opioid cells; Short transient receptor potential channel 4 (Mus musculus), Q9QUQ5; Fluo4 calcium fluorescence; active compounds read high; B-score at 10 µM; 310,000 tested, 0.49% active; AID 2237, 2010;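 active = B-score above 5 SD of library B-scores, and initial fluorescence ratio not above library mean plus 5 SD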;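 note: positive B-score marks a calcium rise read as TRPC4 activation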
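Technique: kinetic Fluo4 calcium fluorescence; Test system: TRPC4beta and mu-opioid receptor HEK293 stable cells; Measure: B-scored integrated calcium fluorescence ratio; Benchmarks: low control buffer alone, high control maximal DAMGO; Schedule: 45 min room-temperature Fluo4 loading, 110 s read.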
AI-2 QS mod = Vibrio harveyi AI-2 quorum sensing modulators, primary screen, JMH597 strain, luminescence/OD600 ratio; Vibrio harveyi JMH597 AI-2 luminescence/OD600 ratio, 9 h; active compounds read low; strain lacks LuxN and CqsS sensors; 0 = neutral-control median; activity change, % at 7.5 µM; 300,000 tested, 0.4% active; AID 2094, 2009; in the data active = activity change below about -75%, passing the limit was not always enough;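 note: luminescence divided by OD600 gain over 9 h not by final OD600 alone; inactives centre near 13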
TRPC6 inhibitor = mouse TRPC6 channel inhibitors, primary screen, cell-based, HEK293, membrane potential dye. AID 2553, 2010. Short transient receptor potential channel 6 (Mus musculus), Q61143. 310,000 tested, 1.1% active. B-score at 10 µM. ACh-evoked depolarization; active compounds read low;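 active = B-score under library mean minus 3 SD, initial fluorescence not abnormally high, positive integrated signal ratio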;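 note: B-score derived from integrated fluorescence ratio over the kinetic read; more negative B-score means stronger inhibition of depolarization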
MrgX1 ag = agonists of human MrgX1 receptor, primary screen, HEK293 cells, Fluo-4 calcium flux | Mas-related G-protein coupled receptor member X1 (Homo sapiens), Q96LB2 | Fluo-4 calcium fluorescence, agonist mode; active compounds read high | B-score at 10 µM | 310,000 tested, 0.44% active | AID 588627, 2011;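 active = calcium response B-score plate-corrected fluorescence ratio at least 3 library SD, with starting fluorescence B-score inside 5 SD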
Target sequence (Q96LB2 whole entry, looked up): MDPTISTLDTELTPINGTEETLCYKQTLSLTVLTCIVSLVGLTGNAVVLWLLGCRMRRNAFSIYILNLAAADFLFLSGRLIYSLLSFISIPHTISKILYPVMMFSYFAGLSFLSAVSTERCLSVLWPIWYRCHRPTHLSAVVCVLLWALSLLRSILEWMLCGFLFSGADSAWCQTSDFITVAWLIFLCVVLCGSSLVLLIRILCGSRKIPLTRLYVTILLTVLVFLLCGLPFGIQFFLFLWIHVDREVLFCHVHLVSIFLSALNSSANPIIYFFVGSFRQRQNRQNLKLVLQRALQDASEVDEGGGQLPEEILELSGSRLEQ
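Test system: Stable human MrgX1 HEK293 cell line | Schedule: Overnight plating before 1 h dye loading | Read-out basis: Baseline-normalised fluorescence change ratio, B-scored | Detection: Kinetic calcium dye fluorescence, Fluo-4 NW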
MrgX1 antagonist = antagonists of human MrgX1 receptor, primary screen, HEK293 cells, Fluo-4 calcium flux; Mas-related G-protein coupled receptor member X1 (Homo sapiens), Q96LB2; BAM8-22 antagonism; active compounds read low; B-score at 10 µM; 310,000 tested, 1.3% active;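 active = calcium-response B-score plate-corrected more than 3 library SD below zero, starting fluorescence within 5 deviations, no agonist response on first addition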;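 note: peak minus trough fluorescence over baseline after final BAM8-22 challenge near maximal dose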
MrgX1 allo act = positive allosteric modulators of MrgX1, primary screen, HEK293 cells, Fluo-4 calcium flux. Mas-related G-protein coupled receptor member X1 (Homo sapiens), Q96LB2. FDSS; active compounds read high. B-score at 10 µM. 310,000 tested, 0.63% active;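 active = plate-corrected calcium response at least 3 library SD above typical, normal starting fluorescence, not activating the receptor alone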;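 note: compound read alongside a low EC10 to EC30 dose of BAM8-22 agonist; peak minus trough fluorescence over baseline measured at the second addition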
TRPC6 act = mouse TRPC6 channel activators, primary screen, cell-based, HEK293, membrane potential dye. 310,000 tested, 0.13% active. Short transient receptor potential channel 6 (Mus musculus), Q61143. AID 2550, 2010. HEK293-TRPC6 membrane potential dye fluorescence; active compounds read high. B-score at 10 µM;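 active = B-score of the integrated fluorescence ratio above library mean plus 3 SD, and starting fluorescence ratio within library mean plus 5 SD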;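 note: higher score means more depolarization so channel activation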
PolyA inhibitor = polyadenylation inhibitors in yeast reporter cells, primary screen, luminescence, S. cerevisiae | S. cerevisiae SKY197-pL101 polyadenylation reporter, beta-gal luminescence; efflux-impaired pdr1/pdr3 knockout yeast; score 100 = 6 SD above DMSO | calls only at 12 µM | 300,000 tested, 0.02% active | AID 1875, 2009;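 active = lowest replicate activity score at least 50, where 100 means six control SD above control mean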;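 note: yeast exposed to compound for 9 h at 30 °C; higher score means more reporter readthrough which indicates perturbed polyadenylation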
HIF act = HIF pathway transcriptional activators, primary screen, cell-based, U2OS HRE-luciferase, luminescence | AID 1910, 2009 | activation, % at 7.5 µM (by protocol) | 300,000 tested, 0.32% active | U2OS HRE-luciferase reporter; normalized: DMSO 0%, desferrioxamine 100%;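 active = mean activation of at least 10% of the iron chelator positive control signal, with at least half of replicates also reaching 10%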
TRPC4 block = inhibitors of mouse TRPC4 channel, primary screen, Fluo4 calcium, HEK293 TRPC4beta/mu-opioid cells; Short transient receptor potential channel 4 (Mus musculus), Q9QUQ5; DAMGO-evoked Fluo4 calcium flux; active compounds read low; B-score at 10 µM; 300,000 tested, 0.39% active; AID 2247, 2010;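 active = B-score over 3 SD under the library average, no early fluorescence shift, positive overall ratio signal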
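Assay system: HEK293 cells with stable TRPC4beta plus mu-opioid receptor expression. Dosing: single dose. Measured by: Fluo4 Ca2+ flux fluorescence. Also added: DAMGO in two steps, submaximal then maximal. Read-out: B score from integrated Fluo4 fluorescence ratio.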
TRPC4 potent = positive allosteric modulators of TRPC4, primary screen, cell-based, mouse TRPC4beta, HEK293 mu-opioid, Fluo-4 calcium | AID 2227, 2009 | 310,000 tested, 0.42% active | B-score at 10 µM | DAMGO EC20, Fluo-4 Ca2+ flux; active compounds read high;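 active = B-score of calcium response area above 5 SD of library B-scores, with initial fluorescence ratio within 5 SD of library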;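 note: B-score of integrated fluorescence ratio over time as area under calcium response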
Numbers without * were called inactive; i = inactive; . = no result given. These rows are one share of the data; the hit share may differ from the screen's.

Every second line gives: HIF act | AI-2 QS mod | TRPC4 agonist | TRPC4 block | TRPC6 act | TRPC6 inhibitor | PolyA inhibitor | MrgX1 antagonist | MrgX1 ag | TRPC4 potent | MrgX1 allo act
> COc1ccc(OCc2nn3c(-c4ccco4)nnc3s2)cc1
 : 0.0 | 21 | i | i | i | i | i | i | i | i | i
> COc1ccc(CCNC(=O)CSc2nc(-c3ccco3)cc(C(F)(F)F)n2)cc1OC
 : -0.2 | 23 | i | i | i | i | i | i | i | i | i
> CC(=O)Nc1ccc(/C=N/OCC(=O)Nc2ccc(C)cc2)cc1
 : 3.0 | 17 | i | i | i | i | i | i | i | i | i
> COc1ccc(C(=S)N2CCC(C(N)=O)CC2)cc1Br
 : 0.0 | 7 | i | i | i | i | i | i | i | i | i
> C[C@H](NC(=O)c1nc[nH]c1C(=O)N[C@@H](Cc1ccccc1)C(=O)OC(C)(C)C)C(=O)OCc1ccccc1
 : -2.5 | 11 | i | i | i | i | i | i | i | i | i
> CC(C)C(c1nnnn1Cc1ccc2c(c1)OCO2)N1CCN(c2ccccc2)CC1 (stereo unspecified)
 : -44 | -27 | i | i | i | i | i | i | i | i | i
> O=c1nc2n(Cc3ccccc3)c3ccccc3cc-2c(=O)[nH]1
 : -0.4 | 9 | i | i | i | i | i | i | i | i | i
> Cc1cccc(N2CCN(C(c3ccccc3)c3nnnn3CC3CCCO3)CC2)c1C (stereo unspecified)
 : 0.1 | 22 | i | i | i | i | i | i | i | i | i
> CC1(C(O)(C#CC[N+]2(C)CCCCC2)c2ccccc2)CCCC1 (stereo unspecified)
 : -0.1 | 1 | i | i | i | -11* | i | i | i | i | i
> Cc1ccc(N2NC(=O)/C(=C\c3cc4c(cc3[N+](=O)[O-])OCO4)C2=O)cc1C
 : 0.0 | 25 | i | i | i | i | i | i | i | i | i
> CCOc1cc(C(=O)Nc2ccncc2)cc(OCC)c1OCC
 : -0.2 | -6 | i | i | i | i | i | i | i | i | i
> Nc1ccc(Oc2ccc3nc(-c4ccccc4)c(-c4ccc([N+](=O)[O-])cc4)nc3c2)cc1
 : -0.1 | -3 | i | i | i | i | i | i | i | i | i
> CC12CCC(=O)N1C(C(=O)Nc1cccc(S(=O)(=O)N3CCCCCC3)c1)CS2 (stereo unspecified)
 : -45 | -9 | i | i | i | i | i | i | i | i | i
> COc1ccc(NS(=O)(=O)c2cn(C)c(=O)n(C)c2=O)c(OC)c1
 : -0.1 | 17 | i | i | i | i | i | i | i | i | i
> O=CN1CCN(C2CC(=O)N(c3ccc(Br)cc3)C2=O)CC1 (stereo unspecified)
 : -0.7 | 18 | i | i | i | i | i | i | i | i | i
> COc1ccc(-c2nnc(SCc3nnc(-c4cccs4)o3)n2CC2CCCO2)cc1 (stereo unspecified)
 : -0.2 | 3 | i | i | i | i | i | i | i | i | i
> O=C(CCNC(=O)c1ccco1)Nc1ccc(C(F)(F)F)cc1
 : 0.1 | 14 | i | i | i | i | i | i | i | i | i
> O=c1c2c(nc3c(-c4ccc(Cl)cc4)c[nH]n13)CCCC2
 : -0.3 | 26 | i | i | i | i | i | i | i | i | i
> C=CCNC(=S)N1CCN(c2cc3c(cc2F)c(=O)c(C(=O)O)cn3CC)CC1
 : 0.5 | 32 | i | i | i | i | i | i | i | i | i
> CCn1c(SCc2nc3ccccc3[nH]2)nnc1-c1cccnc1
 : 0.1 | 37 | i | i | i | i | i | i | i | i | i
> O=C1C=C(Nc2ccccc2)C(=O)c2ccccc21
 : 1.0 | 11 | i | i | i | i | i | i | i | i | i
> COc1ccc(-c2c(C)nn3c(-c4ccccc4)cc(C)nc23)cc1
 : 0.4 | 21 | i | i | i | i | i | i | i | i | i
> Fc1ccc(-c2n[nH]c(=S)n2CC2CCCO2)cc1 (stereo unspecified)
 : -1.0 | -10 | i | i | i | i | i | i | i | i | i
> Cn1c(SCC(=O)NCc2ccc(F)cc2)nc2ccccc21
 : -0.2 | 21 | i | i | i | i | i | i | i | i | i
> O=C(N[C@@H](Cc1ccccc1)C(=O)OCc1ccccc1)c1nc[nH]c1C(=O)N1CCN(c2ccccc2)CC1
 : -1.3 | 23 | i | i | i | i | i | i | i | i | i
> CCOc1ccc(C(=O)C(C)OC(=O)Cn2c(C)csc2=O)cc1 (stereo unspecified)
 : 0.2 | 0 | i | i | i | i | . | i | i | i | i
> CCOc1ccccc1OCCCC(=O)Nc1ccc(OC)nc1
 : 0.3 | 10 | i | i | i | i | i | i | i | i | i
> COc1c(F)c(F)c(C(=O)Nc2ccc(N3CCN(C(C)=O)CC3)c(Cl)c2)c(F)c1F
 : 0.1 | 24 | i | i | i | i | i | i | i | i | i
> COC(=O)c1ccc(-n2nnnc2SCC(=O)N2CCCCC2)cc1
 : 0.3 | 7 | i | i | i | i | i | i | i | i | i
> CCOc1cccc2cc(C(=O)NCc3ccc(Cl)cc3)c(=N)oc12
 : -0.5 | 16 | i | i | i | i | i | i | i | i | i
> Cc1cccnc1NC(=O)c1ccc(Cl)c(S(=O)(=O)N2CCCCCC2)c1
 : -0.7 | 2 | i | i | i | i | i | i | i | i | i
> C#CC(C)OC(=O)C(C)NC(=O)c1ccccc1 (stereo unspecified)
 : 0.2 | 13 | i | i | i | i | i | i | i | i | i
> COc1ccc(-c2ocnc2C(=O)NCc2nn(-c3ccccc3)nc2C)cc1
 : . | 36 | i | i | i | i | i | i | i | i | i
> COc1ccc(N(CC(=O)NC2CC3CCC2C3)S(=O)(=O)c2ccc(C)cc2)cc1OC (stereo unspecified)
 : -0.3 | 0 | i | i | i | i | i | i | i | i | i
> Nn1c(SCC(=O)Nc2ccc3c(c2)OCCO3)nnc1-c1cccnc1
 : -1.0 | 5 | i | i | i | i | i | i | i | i | i
> CCS(=O)(=O)N1Cc2ccccc2CC1C(=O)Nc1nc2ccc(C)cc2s1 (stereo unspecified)
 : 0.6 | 29 | i | i | i | i | i | i | i | i | i
> COc1cc(S(=O)(=O)NCc2ccccc2)ccc1-n1cnnn1
 : -0.9 | 12 | i | i | i | i | i | i | i | i | i
> NC(=O)c1ccc(NC(=O)COC(=O)CCCN2C(=O)c3cccc4cccc(c34)C2=O)cc1
 : -0.4 | 20 | i | i | i | i | i | i | i | i | i
> COc1ccccc1N1CCN(CCCNc2c(C)c(=O)n(C)c(=O)n2C)CC1
 : 0.1 | 11 | i | i | i | i | i | i | i | i | i
> CCOc1ccccc1NC(=O)Nc1ccon1
 : -0.1 | 28 | i | i | i | i | i | i | i | i | i
> CC1CCCCN1c1nnc(N)s1 (stereo unspecified)
 : -0.2 | -4 | i | i | i | i | i | i | i | i | i
> CN1CCN(S(=O)(=O)c2ccc(NC(=O)C3CCCCC3)cc2)CC1
 : -0.1 | 30 | i | i | i | i | i | i | i | i | i
> COCCn1c(SCc2nc3ccccc3c(=O)[nH]2)nnc1-c1ccncc1
 : -0.2 | 16 | i | i | i | i | i | i | i | i | i
> CCCCn1c(N)c(N(Cc2ccccc2OC)C(=O)C(C)C)c(=O)[nH]c1=O
 : 0.2 | 20 | i | i | i | i | i | i | i | i | i
> CC(C)(C)c1ccc(NC(=O)N2CCN(c3ccc([N+](=O)[O-])cn3)CC2)cc1
 : 0.0 | 12 | i | i | i | i | i | i | i | i | i

The last 2 compounds of the part before come first, to join the parts:
Every second line gives: HIF act | AI-2 QS mod | TRPC4 agonist | TRPC4 block | TRPC6 act | TRPC6 inhibitor | PolyA inhibitor | MrgX1 antagonist | MrgX1 ag | TRPC4 potent | MrgX1 allo act
> CCCCn1c(N)c(N(Cc2ccccc2OC)C(=O)C(C)C)c(=O)[nH]c1=O
 : 0.2 | 20 | i | i | i | i | i | i | i | i | i
> CC(C)(C)c1ccc(NC(=O)N2CCN(c3ccc([N+](=O)[O-])cn3)CC2)cc1
 : 0.0 | 12 | i | i | i | i | i | i | i | i | i
> CCN1CCN(c2cc(C(C)(C)C)nc3c(-c4ccccc4)c(C)nn23)CC1
 : -0.8 | 14 | i | i | i | i | i | i | i | i | i
> COc1ccc(NC(=O)C(c2ccc(OC)cc2)N(C)C(=O)CC2NC(=O)NC2=O)cc1 (stereo unspecified)
 : -0.4 | 11 | i | i | i | i | i | i | i | i | i
> CCc1ccc(CN2CCCC(CCC(=O)N3CCN(c4ccccn4)CC3)C2)o1 (stereo unspecified)
 : -0.4 | 12 | i | i | i | i | i | i | i | i | i
> Cc1cc(C)c(S(=O)(=O)N2CCCOC2CNC(=O)C(=O)NCCCn2ccnc2)c(C)c1 (stereo unspecified)
 : -0.6 | 14 | i | i | i | i | i | i | i | i | i
> Cc1ccc(SCC(=O)O/N=C(\N)c2ccncc2)cc1
 : 0.7 | 18 | i | i | i | i | i | i | i | i | i
> O=C(CCc1ccccc1)Nc1c(F)c(F)c(F)c(F)c1F
 : 0.3 | 1 | i | i | i | i | i | . | . | i | .
> Cc1sc2ncnc(NCCCN3CCCC3=O)c2c1C
 : -0.5 | 9 | i | i | i | i | i | i | i | i | i
> O=C(COC(=O)c1ccco1)Nc1ccc(Br)cc1
 : -0.1 | -44 | i | i | i | i | i | i | i | i | i
> COc1ccc(S(=O)(=O)N2CCc3ccccc32)cc1OC
 : 1.6 | . | i | i | i | i | i | i | i | i | i
> CC1Cc2ccccc2N1C(=O)COC(=O)CNC(=O)c1ccc(Br)o1 (stereo unspecified)
 : -1.2 | 11 | i | i | i | i | i | i | i | i | i
> O=C(NCCc1ccc(Cl)cc1)C1CCN(c2cnccn2)CC1
 : 0.6 | 13 | i | i | i | i | i | i | i | i | i
